bovine MsrA act – bovine MsrA enzyme activators, primary screen, biochemical, absorbance, HTS; purified bovine MsrA, absorbance read-out; activation, % at 10.6 µM; hit rate 0.3% among 360,000; in the data active = activation above about 7.5%;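 also: 0% = vehicle and 100% = reference activator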
Rin1 Abl inh – inhibitors of Rin1-Abl protein binding, primary screen, biochemical, TR-FRET | AID 588664, 2011 | inhibition, % at 7.35 µM | Tyrosine-protein kinase ABL1 (Homo sapiens) + Ras and Rab interactor 1 (Homo sapiens), … | hit rate 0.4% among 360,000; in the data active = inhibition above about 5%, passing the limit was not always enough
eLon inh – inhibitors of E. coli Lon protease, primary screen, biochemical, fluorescence polarization; inhibition, % at 7.94 µM; purified E. coli Lon protease; P0A9M0; hit rate 0.42% among 360,000; AID 602123, 2011; in the data active = inhibition above about 13%, passing the limit was not always enough;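 also: 0% = enzyme with probe and DMSO and 100% = no enzyme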
Target sequence (P0A9M0 whole entry, looked up): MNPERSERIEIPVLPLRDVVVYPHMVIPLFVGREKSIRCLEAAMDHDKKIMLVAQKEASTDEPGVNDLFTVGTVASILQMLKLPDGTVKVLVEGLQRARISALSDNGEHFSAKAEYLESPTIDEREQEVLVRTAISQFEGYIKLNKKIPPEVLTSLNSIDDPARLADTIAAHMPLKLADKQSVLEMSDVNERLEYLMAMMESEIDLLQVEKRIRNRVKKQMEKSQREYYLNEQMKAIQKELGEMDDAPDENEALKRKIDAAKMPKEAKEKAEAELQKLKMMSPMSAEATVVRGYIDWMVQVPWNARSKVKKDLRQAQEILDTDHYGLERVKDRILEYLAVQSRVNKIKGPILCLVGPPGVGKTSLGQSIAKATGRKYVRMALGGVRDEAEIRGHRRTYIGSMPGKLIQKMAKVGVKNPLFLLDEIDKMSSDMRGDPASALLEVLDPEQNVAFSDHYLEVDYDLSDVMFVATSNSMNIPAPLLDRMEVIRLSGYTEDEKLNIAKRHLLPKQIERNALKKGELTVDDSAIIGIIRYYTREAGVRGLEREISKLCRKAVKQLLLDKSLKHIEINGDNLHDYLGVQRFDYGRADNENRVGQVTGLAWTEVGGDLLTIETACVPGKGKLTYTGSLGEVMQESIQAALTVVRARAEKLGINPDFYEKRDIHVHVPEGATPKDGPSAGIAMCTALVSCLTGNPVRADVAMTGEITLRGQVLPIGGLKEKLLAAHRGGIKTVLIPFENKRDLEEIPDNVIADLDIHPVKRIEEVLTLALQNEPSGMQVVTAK
MLLE-PAM2 inh – inhibitors of PABP1 MLLE–PAM2 peptide binding, primary screen, biochemical, fluorescence polarization, FITC-PAM2, GST-MLLE; inhibition, % at 20 µM; hit rate 0.36% among 360,000; AID 588489, 2011; in the data active = inhibition above about 35%, passing the limit was not always enough;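 also: plate controls were DMSO wells with GST-MLLE for no effect and wells lacking GST-MLLE protein for full effect; some results filed as inactive read as strong as hits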
MT1-MMP act inh – blockers of MT1-MMP proenzyme processing, primary screen, HT1080 RFP-PRO-GFP cells, GFP/RFP fluorescence; hit rate 0.061% among 360,000; GFP/RFP ratio change, % at 20 µM; AID 651647, 2012; Matrix metalloproteinase-14 (Homo sapiens), P50281; GFP/RFP ratio fluorescence, overnight; percent of plate control window, DMSO zero;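 active = GFP/RFP ratio change of at least 30% with cell ATP level not reduced by more than half and red fluorescence within 50% of control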; also: strong numbers were not always called active
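Material – HT1080 RFP-PRO-GFP cells · Control set – DMSO wells and RFP-L50D-GFP cells · Incubation – overnight cell settling, then overnight compound exposure, 37 °C, 5% CO2 · Compound dosing – single-point 20 µM compound, 1% DMSO · Read-out – GFP/RFP fluorescence ratio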
SKN-1 inh – suppressors of acrylamide-induced Pgst-4::GFP reporter in worms, primary screen, SKN-1 inhibitor project, whole organism, uHTS, GFP/RFP fluorescence ratio, strain VP596. C. elegans VP596 Pgst-4::GFP/RFP ratio, 24 h. inhibition, % at 21.8 µM. hit rate 0.49% among 360,000;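 active = interference check ratio from 0.5 to 1.5 plus GFP to RFP signal ratio inhibition reaching or exceeding a fixed threshold, cut at about 30% in these data, passing the limit was not always enough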; also: some compounds called inactive have numbers as strong as hits
FAS TE block – FAS thioesterase domain inhibitors, primary screen, biochemical, fluorescence intensity, uHTS | hit rate 0.67% among 360,000 | recombinant FAS-TE, OMFH fluorogenic substrate, fluorescence endpoint | Fatty acid synthase (Homo sapiens), P49327 | inhibition, % at 15 µM;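 active = compounds whose normalised, plate-corrected inhibition of enzyme fluorescence in the single-dose primary screen is 50% or more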;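 also: 0% = DMSO with enzyme and 100% = substrate without enzyme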
CendR NRP1 mod – modulators of CendR peptide binding to NRP-1, primary screen, biochemical, fluorescence polarization, uHTS; FAM-RPARPAR peptide binding to NRP-1; hit rate 0.85% among 360,000; inhibition, % at 25 µM;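 active = inhibition or corrected inhibition above about 18%, plus a signal ratio from 0.5 to 1.5, limit read from the data, passing the limit was not always enough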; also: strong numbers were not always called active
Neddylation inh – inhibitors of cullin neddylation, primary screen, biochemical, TR-FRET, uHTS, NAE and Ubc12. NEDD8-conjugating enzyme Ubc12 (Homo sapiens) + NEDD8-activating enzyme E1 regulatory …. calls only at 25 µM. hit rate 0.58% among 360,000. AID 651699, 2012; in the data active = inhibition above about 36%
* = called active by the depositor; i = inactive; / = not tested or not shown; + = active, no number.

Screens in order: bovine MsrA act, Rin1 Abl inh, eLon inh, MLLE-PAM2 inh, MT1-MMP act inh, SKN-1 inh, FAS TE block, CendR NRP1 mod, Neddylation inh
O=C(Nc1ccc(CN2CCOCC2)cc1)c1cccc(-c2cc3ccccc3oc2=O)c1
 : -1, -8, 0, -9, -6, -2, 7, 8, i
O=C(CN1N=C(c2ccccc2)CCC1=O)NCc1ccccc1
 : -7, -1, 11, -4, -1, -11, 3, 4, i
CCCCSc1nn[nH]n1
 : -6, 5, -3, -1, 2, -2, -7, -3, i
CC(C)Cn1c(SCC(=O)Nc2cccc(S(N)(=O)=O)c2)nc2ccccc2c1=O
 : -7, -1, -1, -7, 0, -3, 4, 10, i
CCC(CC)NC(=O)c1cccc(Oc2ccccc2)c1
 : -3, 3, 2, 9, 0, -1, 4, 4, i
CN(C)S(=O)(=O)c1cccc(NC(=O)CCc2nc3sc4c(c3c(=O)[nH]2)CCCC4)c1
 : -5, 1, 2, 15, -3, -8, 14, 7, i
O=C(c1ccc(Cl)nc1)N1CCc2ccccc2C1
 : 0, -1, -1, 0, -2, -7, -11, -1, i
Cc1cccc(-n2ncc3c(N4CCOCC4)ncnc32)c1
 : -2, -2, -6, -4, -3, 2, -2, -9, i
COc1ccccc1NC(=O)c1ccccc1N(Cc1ccccc1)S(C)(=O)=O
 : -2, 3, -2, 4, 1, 27, 5, -7, i
Nc1nccc(N2CCCCC2)n1
 : 1, -1, -1, 8, 0, 0, -8, 13, i
NC(=O)C1CCN(c2nc3ccccc3nc2NS(=O)(=O)c2ccc(Br)cc2)CC1
 : -10, 1, -8, 18, -5, -9, -10, 7, i
CCCN(CC(=O)Nc1ccccc1C)C(=O)c1cccc(S(=O)(=O)N2CCc3ccccc3C2)c1
 : -2, 0, 0, 11, 0, -5, 19, -1, i
CCCCC(CC)C(=O)Nc1ccc(C#N)cc1 (configuration not stated)
 : 1, -2, 1, 12, 1, 10, 3, 3, i
O=c1cc(CSc2nnc(COc3ccccc3Cl)o2)nc2sccn12
 : 2, 0, -4, -30, -1, 5, 11, 1, i
Cc1ccc(-c2nc3ncccn3c2NC2CCCCC2)o1
 : -2, -3, -2, -27, -6, 1, -4, -2, i
O=C1c2ccccc2C(=O)N1OCCOCCOCCON1C(=O)c2ccccc2C1=O
 : 3, -1, -1, 8, 2, -3, -6, -2, i
CCN1C(=O)/C(=C\N2CCN(c3cccc(Cl)c3)CC2)SC1=S
 : 2, 1, -1, 11, 1, -8, 20, 13, i
Cc1cc(C)c2nc(C(F)(F)F)nc(NCCCN3CCOCC3)c2c1
 : -4, -5, -5, 7, -5, 15, 2, -4, i
CCOc1ccccc1N(C(=O)c1snc(C(N)=O)c1N)C(CC)C(=O)NC1CCCC1 (configuration not stated)
 : -11, -2, 8, 12, -1, -20, -3, 6, i
COc1ccc2oc3cc(C)[n+]([O-])c(-c4ccc(Cl)cc4)c3c2c1
 : -5, 1, -7, 10, -4, 4, 8, 7, +
CCOC(=O)c1c(C)n(CC(O)CN(CC)CC)c2cc(Br)c(OC)cc12 (configuration not stated)
 : -1, -3, -5, 8, -3, 2, -2, -1, i
O=C(CSC1=NNC(c2ccccn2)S1)Nc1cccc(Cl)c1 (configuration not stated)
 : 1, 3, -6, 18, -5, -6, 8, 1, i
CSCC[C@H](NC(=O)C1CCN(S(=O)(=O)c2ccc(C)cc2C)CC1)c1nc2ccccc2[nH]1
 : -1, -3, -2, -8, 1, -3, 12, 3, i
COc1ccc2nc(SCC(=O)Nc3ccc4[nH]c(=O)[nH]c4c3)[nH]c2c1
 : -1, -4, 1, -10, 6, -7, -3, 0, i
COc1cc(N=Nc2ccccc2C(=O)O)ccc1O
 : -3, -8, -5, -13, -17, 15, -1, 0, i
O=C(C(=S)N1CCOCC1)c1c[nH]c2ccccc12
 : -1, 3, -1, 11, -2, 11, -4, -3, i
CC(C)(C)c1ccc(CNC(=O)C2CCCN2C(=O)Nc2ccccc2)cc1 (configuration not stated)
 : 1, 0, -1, -5, -1, 20, 1, 12, i
O=C1N/C(=N\N=C\c2cccs2)SC1Cc1cccc(Cl)c1 (configuration not stated)
 : -3, -2, 6, 23, -1, -4, -1, 5, i
CN(CCCC(=O)NC1CC(C)(C)NC(C)(C)C1)S(=O)(=O)c1ccc([N+](=O)[O-])cc1
 : -2, -1, -7, 3, 4, 5, -2, 5, i
COCc1nc2ccccc2n1Cc1ccc(Br)cc1
 : -3, 4, -4, 3, -1, -4, 0, -4, i
CC(C)C[C@@H](CNCC(=O)[C@H](Cc1c[nH]c2ccccc12)NC(=O)c1[nH]cnc1C(=O)N[C@@H](C)CN)NC(=O)c1nc[nH]c1C(=O)N[C@@H](Cc1ccccc1)C(=O)O
 : -2, -1, 13, -6, 0, -3, -11, 3, i
O=C(Cc1ccc(F)cc1)N1CCC2(CC1)NCCc1[nH]cnc12
 : -6, -1, -2, -8, 0, 14, -11, 1, i
Cc1cccc(NC(=O)CN2CCOCC2)c1C
 : -13, 3, 9, 11, -3, 3, -8, -2, i
O=C1NCC2=C1C(c1ccccc1)Nc1ccccc1N2 (configuration not stated)
 : -3, 4, 2, 6, -7, 1, -5, -21, i
CC1(OC(=O)CCc2ccccc2)C(=O)C=C2C=C(c3ccc(C#N)cc3)N(C3CC3)C=C2C1=O (configuration not stated)
 : -1, -1, 15, -21, 5, -1, -2, -3, i
CC(=O)Nc1ccccc1OCC(=O)NCC(F)(F)F
 : -5, -1, 4, -13, -1, -17, -9, 8, i
O=C(O)c1ccc(/C=N/O)cc1
 : -1, -3, -1, 3, -2, 2, -5, -1, i
CN(C)C(CNC(=O)c1cccc(S(=O)(=O)N(C)C)c1)c1ccccc1 (configuration not stated)
 : -3, 2, 3, -1, 0, -8, 0, 4, i
O=C(NCC1CCCN(C(=O)c2cc(Cl)ccc2F)C1)c1ccc(F)cc1 (configuration not stated)
 : 0, 1, 8, -1, -1, 21, 0, 13, i
COc1ccccc1-c1cc(C(F)(F)F)nc(S(=O)(=O)CCCC(=O)NCc2ccc(F)cc2)n1
 : -3, 1, -11, 4, 5, 3, 27, 4, i
O=C(COC(=O)C1CCCN1C(=O)c1cccs1)Nc1ccc2c(c1)OCO2 (configuration not stated)
 : 0, 0, -5, -3, 4, -9, -3, 12, i
CC(=O)N1CCN(C(=O)c2cc(S(=O)(=O)N3CCN(c4ccccc4)CC3)ccc2Cl)CC1
 : 0, 2, 0, -7, 1, -6, -2, -4, i
Cc1ccc(NC(=O)Cn2ccc([N+](=O)[O-])n2)cc1C
 : -1, 1, -3, 15, 5, 3, 20, 4, i
CCCCN1C(=O)C(CC(=O)NCCc2ccccn2)CC(C(=O)N(C)C)=C1C (configuration not stated)
 : 0, 0, 2, 18, 1, 14, -4, -7, i
Cc1cccc2sc(N(CCCN(C)C)C(=O)c3ccc(Cl)s3)nc12
 : 1, -2, -10, 5, 4, -10, 9, -50, i
COCC(=O)N1CCC(Oc2ccc(C(=O)NCc3cc(C)n(C)n3)cc2)CC1
 : -2, 1, 7, 1, 1, -6, -7, -1, i
Cc1nc(C)c(-c2csc(Nc3ccc(N)cc3)n2)s1
 : -3, 0, 2, -5, 9, 10, 0, 10, i
CCOc1ccc(C(=O)Nc2cccc(-c3nc4ccccc4[nH]3)c2C)cc1[N+](=O)[O-]
 : -8, -4, 1, -3, 7, -8, 2, -3, i
C=CCOc1ccc2c(c1)c(S(=O)(=O)c1ccc(C)cc1)cn2COC
 : -1, -1, -2, 2, 2, 11, 21, 15, i
Cc1ccc(NC(=O)c2ccc(C#CC3(O)CCCCC3)cc2)cc1C
 : 1, 2, 2, 0, -2, 22, -3, -9, /
O=[N+]([O-])c1ccc(/C([O-])=C(/C(=S)Nc2ccccc2F)[n+]2ccccc2)cc1
 : 0, -1, -6, -32, 0, 2, -7, -5, i
COC(=O)c1ccc(C(=O)OC)c(NC(=O)COC(=O)CC2CC3CCC2C3)c1 (configuration not stated)
 : -4, -2, 1, 0, 9, -11, 28, 3, i
O=c1cc(/C=C/c2ccccc2)oc2ccccc12
 : -6, 2, -6, -2, 2, 43*, 3, -2, i
CCOC(=O)/C=C1\Nc2ccccc2OC1=O
 : -4, -2, 9, 2, 2, 2, -11, 1, i
O=C(CCc1nnc2ccc(NCc3ccco3)nn12)Nc1cccc(F)c1
 : -5, 2, -6, -5, -1, 13, 1, 5, i
Cc1cccc2sc(N(CCCN(C)C)C(=O)c3ccco3)nc12
 : -4, -4, -10, 2, 4, 4, -5, -13, i
COC(=O)c1sc(NC(=S)NC(=O)c2ccc(C)cc2)nc1C
 : -4, -5, 12, 16, 1, 5, -2, -14, i
Cc1ccccc1OCC(=O)Nc1ccc(C(=O)Nc2ccccc2C(=O)O)cc1
 : -3, 2, 0, 4, 2, 3, 6, -13, i
COc1ccc(-c2nc3n(c2C)CCC3)cc1
 : -2, 0, 0, -19, 4, -7, 0, 0, i
Cc1ccccc1-n1c(=O)n(Cc2ccco2)c(=O)c2[nH]cnc21
 : -2, 2, 0, -5, 5, -14, -6, 7, i

(cont.)
Screens in order: bovine MsrA act, Rin1 Abl inh, eLon inh, MLLE-PAM2 inh, MT1-MMP act inh, SKN-1 inh, FAS TE block, CendR NRP1 mod, Neddylation inh
S=c1[nH]nc(-c2cc(-c3ccco3)[nH]n2)n1-c1cccc2ccccc12
 : -1, 1, 14, 1, -3, 17, -2, -47, i
O=C(Nc1ccc(F)c(F)c1)c1ccco1
 : 0, 2, 4, -3, -2, 7, -4, 3, i
CC(OC(=O)c1ccc(Cl)cc1O)C(=O)NCCC1=CCCCC1 (configuration not stated)
 : -4, 1, -5, 9, -1, 14, 10, 8, i
CCN(CC)S(=O)(=O)c1ccc(N/N=C/c2ccccc2OCC(=O)O)c([N+](=O)[O-])c1
 : -10, -4, 11, 7, 6, 26, 20, 8, i
O=C1c2ccccc2-c2ncnc3c(N4CCOCC4)cc(N4CCOCC4)c1c23
 : -7, -4, 1, 3, -1, -4, 6, -19, i
O=C(CCNC(=O)Cn1ccc2ccccc2c1=O)NCCc1ccc(Cl)cc1
 : -5, -2, 5, 5, 1, -5, -8, -11, i
CCCCNC(=O)CSc1nc2ccc(N3CCOCC3)cc2c(=O)n1CCc1ccccc1
 : -4, 4, -1, -78, 12, 1, 7, -1, /
CCOC(=O)c1c(C)[nH]c(O)c1C=Nc1ccc(C(F)(F)F)cc1
 : -1, -1, 3, -58, -53, 60*, -6, -129, i
COc1ccc(C(CNC(=O)CNC(=O)c2cccc(C)c2)N2CCCCC2)cc1 (configuration not stated)
 : -1, 4, 2, 6, 1, 19, -7, -3, i
S=c1[nH]nc(NCCc2ccccc2)s1
 : 10*, 2, -8, 33, 1, 5, -9, 4, i
C=CCn1c(SCC(=O)Nc2ncc(Cc3ccc(C)c(Cl)c3)s2)nnc1-c1ccncc1
 : -6, -3, -15, 1, -2, 5, -10, -3, i
CCc1nn(C(C)C(=O)N2CCc3ccccc3C2)c(=O)c2cc3occc3n12 (configuration not stated)
 : 2, -3, 0, -7, 4, -10, -7, 1, i
